Menin-MLL TR inh – menin-MLL binding inhibition, Texas Red mutant peptide | Menin + Texas Red MLL mutant peptide, fluorescence polarization | 0.23% of 270,000 active | O00255 | AID 1768 | Potency, µM (highest dose often 61.6 µM), for inactives: top-dose FP activity change, negative = inhibition, actives largely listed as inhibitors; active = well fitted inhibition curve with a large enough effect in the polarisation, with a control signal flat, not every such curve was filed as active; inconclusive = small, poorly fitted or top-dose-only effect, or effect the other way, or a change in a side signal; inactive = no such curve, though single readings can be large or run the other way; the % refers to the polarisation; also: potency is read from the fitted curve at half-maximal effect; % of control where 0% means no effect; many of its hits are not listed in these tables
NPC1 promoter act – NPC1 promoter activation. 2.4% of 320,000 active. Potency, µM (doses to about 9.22 µM), without a hit: top-dose activation, hits mostly activators. Huh7 NPC1 promoter luciferase reporter, 24 h;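 also: potency is read from the fitted curve at half-maximal effect; % of control where 0% means no effect; nearly all actives have a fitted effect of over 60% in size; reporter is driven by a mutant NPC1 promoter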
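Luminescence read-out of NPC1 promoter-driven luciferase in stably transfected Huh7 cells; compounds delivered in DMSO and left 24 h at 37C, 5% CO2, qHTS titration format.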
Giardia kill – kills Giardia lamblia; Giardia lamblia trophozoite viability; 0.15% of 340,000 active; AID 540267; activity change, % at 7.66 µM, hits read low; in the data active = activity change below about -80%; inconclusive = between about -30% and that limit;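 also: parasites exposed to compound for two days anaerobically before the ATP read; % is scaled to controls: 0 for no effect and ±100 for the full control effect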
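Trophozoites 100 cells/well + cpd; 48 hrs, 37 deg C, anaerobic. ATPLite 1-Step added, 15-30 min RT, luminescence read (ATP-based viability).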
p53 reactivator – restores transcriptional activity of mutant p53. H1299 p53-A138V BP100-luciferase reporter, luminescence, 24 h. Potency, µM (highest dose often 92.2 µM), without a hit: top-dose activity change, positive = activation, actives largely listed as activators. 0.063% of 320,000 active; also: potency is read from the fitted curve at half-maximal effect; % of control where 0% means no effect; nearly all actives have a fitted effect of over 45% in size
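p53-null H1299 cells stably carrying temperature-sensitive p53-A138V and a BP100-luciferase reporter were pinned with compounds (4-point, 1:5 series) and held 24 hrs at 37 deg C. Luminescence was read 10 min after detection reagent.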
ELG1 genotoxic – induces genotoxicity in HEK293T cells with luciferase-tagged ELG1 | AID 504466 | HEK293T ELG1-luciferase reporter, luminescence, 16 h | Potency, µM (series often up to 46 µM), for the others: at the top dose activity change, positive = activation, hits mostly activators | 1.3% of 330,000 active; also: potency is read from the fitted curve at half-maximal effect; % of control where 0% means no effect; nearly all actives have a fitted effect of over 60% in size
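HEK293T cells expressing luciferase-tagged ELG1 were treated with compound or DMSO for 16 hr at 37°C. Luciferase activity was then read after 30 min with ONE-Glo at room temperature; rising signal flags genetic stress.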
RORgamma inh – blocks mouse ROR gamma transcriptional activity | P51450 | Drosophila S2 Gal4-RORgamma UAS-luciferase reporter, 20 h | Potency, µM (highest dose often 53.6 µM), without a hit: at the highest dose activity change, negative = inhibition, hits mostly inhibitors | 5.4% of 310,000 active; also: potency is read from the fitted curve at half-maximal effect; % is scaled to controls: 0 for no effect and ±100 for the full control effect; nearly all actives have a fitted effect of over 60% in size
Target sequence (P51450 whole entry, looked up, the tested form may be a part): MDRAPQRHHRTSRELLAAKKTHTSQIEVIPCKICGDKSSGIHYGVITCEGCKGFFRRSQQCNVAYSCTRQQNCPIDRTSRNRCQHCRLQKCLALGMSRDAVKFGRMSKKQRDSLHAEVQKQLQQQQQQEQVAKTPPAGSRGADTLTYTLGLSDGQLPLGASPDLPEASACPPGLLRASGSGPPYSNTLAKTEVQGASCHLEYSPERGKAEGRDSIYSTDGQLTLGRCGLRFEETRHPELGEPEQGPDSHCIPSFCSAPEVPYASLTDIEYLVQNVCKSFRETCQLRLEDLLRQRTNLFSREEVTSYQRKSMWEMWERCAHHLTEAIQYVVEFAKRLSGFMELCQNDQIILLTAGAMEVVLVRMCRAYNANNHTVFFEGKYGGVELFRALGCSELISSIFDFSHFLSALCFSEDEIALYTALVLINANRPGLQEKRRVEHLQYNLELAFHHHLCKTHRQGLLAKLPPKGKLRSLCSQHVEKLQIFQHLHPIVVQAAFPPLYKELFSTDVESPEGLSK
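In this cell-based reporter format, copper sulfate (700 uM final) drives Gal4–ROR gamma fusion expression from a metallothionein promoter in Drosophila Schneider cells; compounds preincubated 1 hr, reporter read after 20 hr at ambient temperature.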
PKM2 activator – activators of human pyruvate kinase M2 | AID 1631 | P14618 | Potency, µM (doses to about 57.5 µM), for inactives: at the highest dose activation, actives largely listed as activators | purified PKM2, Kinase-Glo ATP luminescence, activation; response scale: 0% is enzyme alone, no compound | 0.34% of 260,000 active; also: potency is read from the fitted curve at half-maximal effect; % is scaled to controls: 0 for no effect and ±100 for the full control effect; nearly all actives have a fitted effect of over 55% in size
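Purified hPK-M2 (>95% pure) converted ADP (0.1 mM final) to ATP with 0.5 mM PEP in 50 mM imidazole pH7.2, KCl, MgCl2, Tween 20, BSA; 1 h at room temperature. ATP detected by Kinase-Glo luminescence.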
VP16 counter – counter-screen for ROR gamma inhibitors: Gal4-VP16 reporter; Potency, µM (top dose mostly 53.6 µM), inactives show at the top dose activity, negative = inhibition, most hits filed as inhibitors; Drosophila S2 Gal4-VP16 UAS-luciferase, luminescence, 20 h; 3.5% of 310,000 active;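 also: Gal4-VP16 expression switched on by copper sulfate through the metallothionein promoter; potency is read from the fitted curve at half-maximal effect; % is scaled to controls: 0 for no effect and ±100 for the full control effect; nearly all actives have a fitted effect of over 50% in size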
Rab9 prom act – activators of Rab9 promoter; Huh7 Rab9 promoter-luciferase reporter, luminescence, 24 h; Potency, µM (doses to about 9.22 µM), without a hit: at the top dose activation, negative = inhibition, actives largely listed as activators; 2.8% of 320,000 active; AID 485297; also: potency is read from the fitted curve at half-maximal effect; % of control where 0% means no effect; nearly all actives have a fitted effect of over 60% in size
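Luciferase signal after 10 min detection reagent at ambient indicates Rab9 promoter upregulation; stably transfected Huh7 cells were treated 24 h with compound in DMSO at 37 °C, 5% CO2.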
FLuc counter – firefly luciferase modulation, counter-screen for miR-21 project; P08659; 6.9% of 360,000 active; Potency, µM (doses to about 57.5 µM), for inactives: top-dose activity change, negative = inhibition, hits mostly inhibitors; purified FLuc, Km substrates, luminescence inhibition;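 also: potency is read from the fitted curve at half-maximal effect; plate controls were vehicle for no effect and reference inhibitor for full effect; nearly all actives have a fitted effect of over 55% in size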
Target sequence (P08659 whole entry, looked up): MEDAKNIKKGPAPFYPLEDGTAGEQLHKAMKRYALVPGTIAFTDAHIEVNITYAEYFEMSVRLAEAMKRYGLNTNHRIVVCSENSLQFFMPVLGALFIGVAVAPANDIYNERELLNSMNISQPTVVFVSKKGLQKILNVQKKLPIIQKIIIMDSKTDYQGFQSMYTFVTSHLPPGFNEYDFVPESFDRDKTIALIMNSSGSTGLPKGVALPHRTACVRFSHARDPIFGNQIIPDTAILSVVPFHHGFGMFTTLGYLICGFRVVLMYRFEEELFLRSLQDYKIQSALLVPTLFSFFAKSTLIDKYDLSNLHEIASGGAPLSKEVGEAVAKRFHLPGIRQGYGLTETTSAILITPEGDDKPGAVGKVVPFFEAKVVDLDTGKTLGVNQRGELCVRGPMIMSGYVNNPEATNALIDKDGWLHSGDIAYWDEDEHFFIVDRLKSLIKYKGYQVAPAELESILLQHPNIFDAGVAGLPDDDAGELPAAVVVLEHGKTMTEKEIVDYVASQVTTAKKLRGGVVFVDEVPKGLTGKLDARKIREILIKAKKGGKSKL
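Purified P. pyralis luciferase, 10 nM final, with Km-level 10 uM D-luciferin and 10 uM ATP in 50 mM Tris acetate pH 7.5, 10 mM Mg acetate, 0.01% Tween-20, 0.05% BSA; 6-point qHTS titration about 60 µM downward; luminescence read.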
BRCA1 expr up – increases BRCA1 expression; MCF7-BRCA1-FFLuc reporter, luminescence, 48 h; response scale: scaled: vehicle 0%, 10 µM genistein 100%; Potency, µM (doses to about 46.1 µM), without a hit: at the top dose activation, actives largely listed as activators; 1.1% of 380,000 active; AID 624202; also: potency is read from the fitted curve at half-maximal effect; nearly all actives have a fitted effect of over 80% in size; some results filed as inactive show a strong effect at the top dose
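Reporter cells (MCF7, BRCA1 promoter-firefly luciferase) received library compounds across a concentration series for 48 h. End-point luminescence was measured and concentration-effect curves derived after normalization.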
* hit, by the source's call; ? = inconclusive; · = not tested or not shown; & = joins results of further samples; [ ] = dose if it differs, or a comment. Unless noted, calls follow the shape of the dose curve; as a rule, active = well fitted curve in the direction sought with a large enough effect; inconclusive = small, poorly fitted or top-dose-only effect, or another doubt; inactive = no such curve, though single readings can be large; an effect the other way counts as inactive or inconclusive. The list is partial (hit frequency here may not be typical).

SMILES	Menin-MLL TR inh	NPC1 promoter act	Giardia kill	p53 reactivator	ELG1 genotoxic	RORgamma inh	PKM2 activator	VP16 counter	Rab9 prom act	FLuc counter	BRCA1 expr up
O=C(CCc1nc(-c2ccccc2)no1)Nc1cccc(C(=O)NC2CC2)c1	·	-1%	6	0%	1%	·	·	·	1%	0%	33%
FC(F)(F)c1cnc2c(-c3ccc(Cl)cc3Cl)noc2c1	-2%	2%	9	-1%	1%	-3%	-3%	-10%	2%	-4%	-28%
O=C(Cc1ccc(Cl)cc1)NC(=S)Nc1ccccc1O	0%	-7%	-4	·	5%	·	0%	·	-3%	3%	-20%
Cc1c(OCC(=O)N2CCC(C(N)=O)CC2)ccc2c1oc(=O)c1ccccc12	?	7%	-4	·	7%	-13%	-12%	1%	5%	?	3%
CCNS(=O)(=O)c1ccc(NC(=S)NCC2CCCO2)cc1 (configuration not stated)	23%	-1%	-13	9%	1%	39%	-11%	2%	-1%	-2%	0%
CCOC(=O)C1=C(CC)OC(N)=C(C#N)C1c1ccc(OC)c(C)c1OC (configuration not stated)	2%	-3%	9	11%	3%	40%	0%	1%	-7%	3%	-19%
COc1ccccc1NC(=O)CCSCCC(=O)Nc1ccccc1OC	-15%	-2%	-1	0%	-3%	-6%	14%	1%	-5%	6%	-2%
CC(=O)N(C(C)=O)c1c(N2CCCC2)c2ccccc2oc1=O	-2%	-1%	-21	-2%	0%	-3%	-2%	2%	10%	-2%	1%
CCC(=O)Nc1ccc(Cl)c(NC(=S)NC(=O)c2cc3ccccc3o2)c1	-8%	?	-3	?	14%	?	-17%	3.5µM*	28%	0%	-29%
Cc1cc(Br)ccc1OCCN1CCCC1	?	6%	-1	29%	-1%	-9%	4%[11.5 µM]	2%	-4%	0%	-7%
Cc1ccc(/C=C/S(=O)(=O)NCC(=O)OCC(=O)Nc2ccc(C(=O)N(C)C)cc2)cc1	·	6%	6	1%	-3%	·	·	·	5%	1%	-24%
COc1ccc(CCNC(=O)CSc2nc(N)cc(=O)[nH]2)cc1OC	-4%	0%	4	2%	-5%	-6%	2%	-1%	7%	1%	2%
Cc1ccc(SCCNC(=S)Nc2cc(C)cc(C)c2)cc1	3%	-5%	9	0%	-6%	5µM*	3%	7.9µM*	-1%	6%	-14%
Cc1ccc(Nc2c([N+](=O)[O-])c(=O)oc3ccccc23)cc1C	13%	-4%	22	3%	-2%	13%	-1%	-13%	-1%	?	-66%
COc1ccccc1C(=O)NCC(=O)OCC(=O)N(CC(C)C)c1c(N)n(Cc2ccccc2)c(=O)[nH]c1=O	·	-2%	11	4%	-2%	·	·	·	2%	0%	-5%
O=C(NCCN1CCOCC1)c1ccccc1N1C(=O)[C@@H]2Cc3c([nH]c4ccccc34)C(c3ccccc3)N2C1=O (some centres not stated)	18%	0%	2	13%	-5%	6%	5%	-7%	-2%	0%	-20%
COc1ccccc1CNC(=O)c1cc(-c2ccccc2C)nn1CC1CC(c2cccnc2)=NO1 (configuration not stated)	·	0%	-15	-9%	-5%	·	·	·	-6%	-1%	-9%
O=C(Nc1ccc(C(=O)N2CCCCC2)cc1)c1cccc([N+](=O)[O-])c1	·	-3%	-18	-7%	-5%	?	-5%	20%	2%	-9%	6%
O=C(CCS(=O)(=O)c1ccccc1)N(CCCN1CCOCC1)c1nc2ccc(F)cc2s1	·	?	-1	-27%	?	·	·	·	?	2%	-74%[inhibitor]
CCc1c(C(=O)Nc2ncn(Cc3cccc(C)c3)n2)csc1C	-11%	-1%	32[activator]	-4%	3%	4µM*	-5%	13µM*	2%	1%	0%
COC(=O)c1cc(NC(=O)C2COc3ccccc3O2)cc(C(=O)OC)c1 (configuration not stated)	-13%	6%	3	-10%	-1%	33%	-2%	6%	0%	?	3%
Cc1ccc(C(=O)Nc2cccc(-c3cn4ccccc4n3)c2)cc1	3%	24%	0	4%	1%	-29%	12%	-3%	?	6µM*	62%
CN(C(=O)Cn1c(=O)oc2cc(S(=O)(=O)N3CCCC3)ccc21)C1CCCCC1	-4%	-3%	-8	-3%	-3%	2%	·	-17%	-5%	-1%	3%
COc1ccc(-c2[nH]c(-c3cccc(OC)c3)nc2SCC(=O)NC2CCCC2)cc1	?	-7%	-5	7%	-6%	?	-3%	-12%	-2%	-2%&1%	-37%
CN(C)c1cccc2c1c(NS(=O)(=O)c1cn(C)cn1)nn2C	·	2%	-17	5%	-5%	2%	10%	6%	12%	3%	0%
CCOC(=O)c1cccc(S(=O)(=O)N2CCCC2)c1	-8%	-2%	-7	0%	-1%	-2%	-2%	-10%	1%	-1%	13%
CCNC(=S)N(CCc1c(C)[nH]c2ccc(F)cc12)Cc1cccnc1	-9%	10%	-20	-10%	-12%	20%	·	9%	-3%	0%	-33%
Cc1ccc(SC[C@H](c2ccccc2)N2CCN(C)CCC2=O)cc1	·	?	15	13%	?	3%	-3%	26%	2.8µM*	15µM*	?
COC(=O)c1cccc(Cn2c(Cl)c(/C=N/Nc3ccccc3C)sc2=O)c1	?	-2%	14	-37%[inhibitor]	-4%	-44%	-2%	?	-8%	-10%	-29%
CCC(=O)Oc1ccc(C(CC)C(CC)c2ccc(OC(=O)CC)cc2)cc1 (configuration not stated)	0%	1%	-10	5%	-1%	-12%	-3%	-4%	-7%	14%	13%
COc1cc(NC(=O)COc2cccc(C)c2C)ccc1NC(=O)c1ccco1	14%	-2%	-10	0%	15%	-10%	5%	0%	-1%	-1%	-1%
C=CCN1C(=O)/C(=C\C(C)=C\c2ccccc2)SC1=S	-1%	14%	0	12%	?	?	1%	28%	1%	8.5µM*	16%
CC(C)CCN1CCN(Cc2cccn2-c2ccccn2)CC1CCO (configuration not stated)	-5%	-4%	0	3%	-6%	-3%	-2%	-9%	14%	2%	-12%
O=C(NNC(=O)c1cc2ccccc2cc1O)NC1CCCCC1	-17%	9%	6	9%	3%	-2%	1%	-3%	16%	-3%	65%
Fc1ccc(COc2ccc(Br)cc2CNCC2CCCO2)cc1 (configuration not stated)	?	-5%	-22	-1%	-11%	-2%	?	-6%	-5%	-1%	0%
O=C(NCCN1CCCCC1)Nc1cccc(C(F)(F)F)c1	-21%	0%	15	?	?	8%	0%	-4%	-1%	1%	-15%
CCN1C(=O)CSC1=NC1C2CC3CC(C2)CC1C3 (configuration not stated)	-8%	0%	-13	6%	-4%	10%	-2%	-15%	-1%	-3%	-33%
O=S1(=O)CC(NCc2ccccc2)C(Nc2ccccc2)C1 (configuration not stated)	-20%	0%	7	-3%	-2%	-14%	-17%	-1%	-2%	0%	3%
CC1CCc2c(sc3ncnc(SCC(=O)c4ccccc4)c23)C1 (configuration not stated)	10%	13%	2	17%	11%	28%	-10%	-4%	22%	-8%	15%
CC(=O)NC1C(Oc2ccccc2C)OC(CO)C(O)C1O (configuration not stated)	7%	-1%	-8	0%	1%	-20%	0%	5%	0%	0%	-3%
CCCN(CCC)S(=O)(=O)c1ccc(C(=O)Nc2c(C)n(C)n(-c3ccccc3)c2=O)cc1	3%	-9%	-6	2%	-2%	12%	-1%	1%	2%	-5%	0%
Clc1ccc(-c2nc3cnccn3c2Nc2ccc3c(c2)OCO3)cc1	?	-6%	-23	6%	-5%	?	18%	-2%	1%	?	-69%
Cc1nc2cc3c(cc2c(C)c1C(=O)OC(C)C)OCO3	-20%	10%	3	26%	1%	3%	-6%	-9%	18%	?	28%
CC(Sc1n[nH]c(-c2ccccc2)n1)C(=O)c1c(N)n(C)c(=O)n(C)c1=O (configuration not stated)	·	-4%	9	6%	1%	·	·	·	-1%	0%	20%
O=C(c1ccco1)N1CCN(c2ccc([N+](=O)[O-])c(N3CCOCC3)c2)CC1	3%	-8%	2	3%	-7%	9%	-7%	-2%	-1%	-3%	-12%
O=C(O)c1ccccc1NC1CCCCC1NS(=O)(=O)c1ccccc1 (configuration not stated)	-9%	-1%	24	7%	0%	-14%	0%	?	-6%	-1%	-3%
Cc1ccc(NC(=O)c2ccc(Nc3c([N+](=O)[O-])cc([N+](=O)[O-])cc3[N+](=O)[O-])cc2)cc1	?	1%	?	-7%	-18%	?	-1%	1.3µM*	-2%	?	-86%[inhibitor]
CCN(CC)S(=O)(=O)c1ccc(F)c(C(=O)OC2CC(C)OC2=O)c1 (configuration not stated)	3%	0%	8	0%	0%	1%	2%	-4%	2%	3%	-7%
CC(/C=N/NC(=O)c1nnn(-c2nonc2N)c1CN1CCCCC1)=C\c1ccccc1	·	-2%	5	-8%	-4%	0%	0%	?	1%	-3%	-38%
